Assay outcomes as filed in PubChem BioAssay.
hERG protect: hERG (human) protection from proarrhythmic block. CHO-hERG, FluxOR thallium flux, dofetilide IC70 present. 310,000 tested, 0.51% active. activation (rescue from dofetilide block), less the hit threshold, % at 10 µM;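 active means activation above the mean of controls blocked by dofetilide plus 5 SD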;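 further: thallium influx through hERG after potassium depolarization seen as dye fluorescence rise; in these data hits start at about 4.7%; inactives centre near -7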
MrgX1 allo act: human MrgX1 positive allosteric modulation, primary screen; B-score at 10 µM; AID 588675; MrgX1-HEK293, Fluo-4 calcium flux, FDSS; stronger effect = higher value; 310,000 tested, 0.63% active;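 active means plate-corrected calcium response at least 3 library SD above typical, normal starting fluorescence, not activating the receptor alone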;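 further: compound read alongside a low EC10 to EC30 dose of BAM8-22 agonist; peak minus trough fluorescence over baseline measured at the second addition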
ANO1 block: blocks the mouse calcium-activated chloride channel TMEM16A; normalized B-score (activity score, 25-100; higher = stronger inhibition) at 10 µM; HEK293 TMEM16A/YFP iodide influx fluorescence, ionomycin; AID 588511; 310,000 tested, 1.2% active;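 active means ratio plate-corrected score three or more library SD toward inhibition, starting fluorescence score within five deviations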;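 further: score derived from kinetic fluorescence span divided by baseline fluorescence per well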
Target sequence (Q8BHY3 whole entry, looked up): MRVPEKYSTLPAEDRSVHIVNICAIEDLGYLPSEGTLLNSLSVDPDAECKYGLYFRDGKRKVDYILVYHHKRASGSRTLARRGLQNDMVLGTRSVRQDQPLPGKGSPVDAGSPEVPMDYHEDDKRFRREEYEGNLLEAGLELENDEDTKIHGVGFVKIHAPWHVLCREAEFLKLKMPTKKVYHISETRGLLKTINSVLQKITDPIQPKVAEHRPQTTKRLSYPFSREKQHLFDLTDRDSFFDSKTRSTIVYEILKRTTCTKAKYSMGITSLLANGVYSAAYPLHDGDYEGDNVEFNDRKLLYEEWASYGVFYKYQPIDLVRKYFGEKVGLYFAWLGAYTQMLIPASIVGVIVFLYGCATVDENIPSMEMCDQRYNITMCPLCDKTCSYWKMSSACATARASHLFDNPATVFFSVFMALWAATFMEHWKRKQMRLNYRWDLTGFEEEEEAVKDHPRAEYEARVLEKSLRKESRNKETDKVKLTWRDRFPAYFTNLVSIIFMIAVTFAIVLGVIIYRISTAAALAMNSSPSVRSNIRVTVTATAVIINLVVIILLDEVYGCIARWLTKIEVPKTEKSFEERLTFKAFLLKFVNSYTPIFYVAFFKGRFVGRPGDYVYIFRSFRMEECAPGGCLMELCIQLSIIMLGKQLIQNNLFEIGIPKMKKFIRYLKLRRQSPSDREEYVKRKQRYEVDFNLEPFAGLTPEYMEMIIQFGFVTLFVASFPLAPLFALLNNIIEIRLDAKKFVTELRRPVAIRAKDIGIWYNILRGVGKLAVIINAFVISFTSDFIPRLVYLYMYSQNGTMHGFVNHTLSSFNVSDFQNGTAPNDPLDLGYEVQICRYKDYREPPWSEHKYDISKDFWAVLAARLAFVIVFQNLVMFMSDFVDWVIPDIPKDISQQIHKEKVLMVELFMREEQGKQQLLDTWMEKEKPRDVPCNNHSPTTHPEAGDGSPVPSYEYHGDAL
KCNQ1 inh: blocks the human KCNQ1 potassium channel. 310,000 tested, 1.3% active. AID 2642. B-score at 10 µM. CHO-K1 KCNQ1, FluxOR thallium flux fluorescence; stronger effect = higher value;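 active means compounds whose thallium flux B-score, printed positive for inhibition, exceeds three library SD while starting fluorescence stays within three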;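 further: channel opened by potassium depolarization with thallium stimulus after 20 min compound exposure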
KCNQ1 pot: potentiates or activates the human KCNQ1 potassium channel | B-score at 10 µM | AID 2648 | CHO-K1 KCNQ1, thallium flux FluxOR fluorescence; stronger effect = higher value | 310,000 tested, 0.35% active | P51787;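 active means fluorescence ratio B-score, a plate-corrected score, at least three library SD, with initial intensity B-score within 5 SD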
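Assay system: CHO-K1 cells stably expressing KCNQ1; Medium: assay buffer with matched DMSO; Also added: K+/Tl+ depolarizing stimulus; Dosing: single dose; Timing: dye 90 min, compound 20 min, room temperature; Measured by: kinetic FluxOR thallium fluorescence, 10-s 1-Hz baseline, 110-s post-stimulus read; Read-out: peak-minus-minimum fluorescence over initial fluorescence, negative-control normalized, B-scored.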
KCNK9 inh: blocks the human KCNK9 two-pore domain potassium channel. Q9NPC2. HEK293 KCNK9, FluxOR thallium flux fluorescence; stronger effect = lower value. B-score at 10 µM. 310,000 tested, 1.2% active;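 active means ratio B-score over 3 SD below the library mean, with starting fluorescence within 5 SD of its mean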;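 further: negative B-score means less thallium flux so channel inhibition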
KCNK3 inh: human KCNK3 channel inhibition, primary screen | CHO-KCNK3 thallium flux, FluxOR fluorescence; stronger effect = lower value | 340,000 tested, 0.84% active | B-score at 10 µM | O14649;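 active means B-score under library mean minus 4 SD, starting fluorescence ratio at most library mean plus 5 SD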;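 further: more negative B-score means stronger inhibition of thallium flux through KCNK3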
MrgX1 ag: activates human MrgX1 receptor signaling | MrgX1-HEK293 cells, Fluo-4 calcium fluorescence, agonist mode; stronger effect = higher value | B-score at 10 µM | Q96LB2 | AID 588627 | 310,000 tested, 0.44% active;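 active means calcium response B-score plate-corrected fluorescence ratio at least 3 library SD, with starting fluorescence B-score inside 5 SD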
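Material: MrgX1-expressing HEK293 cells / Dosing: compound as first of three additions / Incubation: overnight seeding, then 1 h dark dye loading / Signal: Fluo-4 NW calcium fluorescence / Evaluation: B-scored fluorescence response ratio / Benchmarks: positive and negative control wells on each plate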
RGS4 pot: RGS4 potentiation or activation | 310,000 tested, 0.92% active | AID 463111 | B-score at 10 µM | HEK293 M3R/inducible RGS4, carbachol calcium flux Fluo4; stronger effect = lower value;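 active means B-score of the integrated calcium signal more than 4 SD below the library mean, with starting fluorescence not abnormally high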;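 further: negative B-score means reduced calcium response which marks RGS4 activation or potentiation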
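System – HEK293 FlpIn-TREx cells, stable M3R, doxycycline-inducible RGS4 · Reagent – ECmax carbachol challenge · Times – compound preincubation 20 min at room temperature before agonist · Technique – Fluo4 fluorescence kinetic imaging of calcium · Measure – B score of integrated Fluo4 ratio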
RGS4 block: inhibitors of human RGS4 | B-score at 10 µM | 310,000 tested, 0.45% active | HEK293 M3R/RGS4 inducible, Fluo-4 calcium flux; stronger effect = higher value; triggered by carbachol at its EC20;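 active means B-score, a plate-corrected calcium signal, over three deviations above library mean, with baseline fluorescence within five deviations of library mean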;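 further: RGS4 expression induced by doxycycline in cells with stable M3 receptor; B-score is computed from the integrated fluorescence ratio over baseline after carbachol; higher B-score means a larger calcium signal and so more RGS4 inhibition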
ANO1 activ: activates or potentiates the mouse TMEM16A chloride channel | Q8BHY3 | HEK293 TMEM16A/YFP-H148Q/I152L, iodide quench fluorescence; stronger effect = lower value | B-score at 10 µM | 340,000 tested, 0.3% active | AID 623877;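 active means fluorescence-ratio B-score plate-corrected deviation score at least 3 library SD below zero, with starting fluorescence score within 5 deviations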;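 further: channel opened by trigger with iodide after compound preincubation; score built on the fluorescence ratio of max minus min over baseline; more negative score means more quench and so TMEM16A activation or potentiation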
Active calls of the source: *; i = inactive; nt = not tested or not shown.

SMILES | hERG protect | MrgX1 allo act | ANO1 block | KCNQ1 inh | KCNQ1 pot | KCNK9 inh | KCNK3 inh | MrgX1 ag | RGS4 pot | RGS4 block | ANO1 activ
CC1CCN(C(=O)CC2C(=O)Nc3c2c(=O)n(C)c(=O)n3Cc2ccccc2)CC1 (centres undefined) | -5.2 | i | i | i | i | i | i | i | i | i | i
CCOc1ccc(C(=O)CCC(=O)N(CC)CC(=O)Nc2c(F)cccc2F)cc1 | -17.2 | i | i | i | i | i | i | i | i | i | i
CSCCC(NC(=O)c1ccccc1Cl)C(=O)N1CCC1 (centres undefined) | -8.6 | i | i | i | i | i | i | i | i | i | i
O=[N+]([O-])c1cccnc1NCCc1ccccc1 | -8.1 | i | i | i | i | i | i | i | i | i | i
CCCCCCOC(=O)C(C#N)c1nc2ccccc2nc1N1CCOCC1 (centres undefined) | -20.1 | i | i | i | i | i | i | i | i | i | i
COc1cccc(C(=O)NC2CCN(CC(=O)NCc3ccccc3F)CC2)c1 | -5.3 | i | i | i | i | i | i | i | i | i | i
COc1ccc(O)c(C(=O)c2cnc3onc(C(C)C)c3c2)c1 | -11.1 | i | i | i | i | i | i | i | i | i | i
CCCOc1ccc(C(C(=O)OCCN(CC)CC)c2ccccc2)cc1 (centres undefined) | -7.5 | i | i | i | i | i | i | i | -7.39* | i | i
COc1ccc(C(=O)n2nc(-c3ccco3)nc2SC)cc1OC | -14.0 | i | i | i | i | i | i | i | i | i | i
CCC(C(=O)Nc1ccc(S(=O)(=O)N2CCN(C)CC2)cc1)c1ccccc1 (centres undefined) | -4.5 | i | i | i | i | i | i | i | i | i | i
COc1ccc(C(=O)NC(=S)NCc2ccccc2)cc1 | -11.4 | i | i | i | i | i | i | i | i | i | i
Cc1coc2cc3oc(=O)c(CCC(=O)N4CCC(C(=O)O)(c5ccccc5)CC4)c(C)c3cc12 | -7.1 | i | i | i | i | i | i | i | i | i | i
O=C(O)c1ccc(S(=O)(=O)N2CCC(n3nnc4cc(C(F)(F)F)ccc43)CC2)cc1 | -5.3 | i | i | i | i | i | i | i | i | i | i
COc1ccc(-c2nc3c4c(ncn3n2)-c2ccccc2CC42CCCC2)cc1 | -9.1 | i | i | i | i | i | i | i | i | i | i
Cc1ccc(NC(=O)CS(=O)CC(=O)Nc2ccc(N3CCOCC3)cc2)cc1Cl (centres undefined) | -8.0 | i | i | i | i | i | i | i | i | i | i
CN(C)N=Nc1ccc(S(=O)(=O)N2CCSC2C(=O)O)cc1 (centres undefined) | -7.0 | i | i | i | i | i | i | i | i | i | i
COc1ccc(CCCNC(=O)CC#N)cc1OC | -1.7 | i | i | i | i | i | i | i | i | i | i
Cc1cc(C=O)c(C)n1-c1ccc(N2CCOCC2)c([N+](=O)[O-])c1 | -8.6 | i | i | i | i | i | i | i | i | i | i
Cc1ccc(S(=O)(=O)N2CCCCC2)cc1NC(=O)Cc1c[nH]c2ccccc12 | -4.0 | i | i | i | i | i | i | i | i | i | i
C/C(Cc1ccccc1)=N\NC(=O)CNC(=O)c1ccccc1Cl | -6.1 | i | i | i | i | i | i | i | i | i | i
COc1ccc(CCn2c(C)cc(C(=O)CCl)c2C)cc1OC | -17.8 | i | i | i | i | i | i | i | i | i | i
COC(=O)[C@@H]1C(c2c(OC)cc(OC)cc2OC)=NO[C@H]1C(=O)OC | 0.2 | i | i | i | i | i | i | i | i | i | i
COc1ccccc1N1CCN(Cc2cc(=O)c(OCC(=O)Nc3ccccc3)co2)CC1 | -14.4 | i | i | i | i | i | i | i | i | i | i
CC1=C(C(=O)N2CCOCC2)C(c2ccccc2F)NC(=O)N1 (centres undefined) | -8.6 | i | i | i | i | i | i | i | i | i | i
O=c1[nH]c2ccc(NS(=O)(=O)c3ccc(F)c(Cl)c3)cc2[nH]1 | -9.0 | i | i | i | i | i | i | i | i | i | i
Carrying on:
SMILES | hERG protect | MrgX1 allo act | ANO1 block | KCNQ1 inh | KCNQ1 pot | KCNK9 inh | KCNK3 inh | MrgX1 ag | RGS4 pot | RGS4 block | ANO1 activ
COc1ccccc1CCc1nnc(CCC(=O)N(C)Cc2ccncc2C)o1 | -5.6 | i | i | i | i | i | i | i | i | i | i
CCCc1cc(=O)c2ccc(OCC(C)=O)cc2o1 | -5.3 | i | i | i | i | i | i | i | i | i | i
C=CCn1c(N)c(C(=O)N2CCOCC2)sc1=S | -12.5 | i | i | i | i | i | i | i | i | i | i
CCOCC(=O)Nc1c(C(=O)N2CCN(c3ncccn3)CC2)oc2ccccc12 | -6.8 | i | i | i | i | i | i | i | i | i | i
COc1cc(/C=N/NC(=O)c2cc(C)oc2C)ccc1OCc1ccccc1 | -9.1 | i | i | i | i | i | i | i | i | i | i
Cc1nnc(SCC(=O)NC2CCCc3ccccc32)n1-c1ccccc1 (centres undefined) | -6.3 | i | i | i | i | i | i | i | i | i | i
CN(CC(=O)Nc1ccc(Cl)cc1)S(=O)(=O)c1cccc2cccnc12 | -8.3 | i | i | i | i | i | i | i | i | i | i
O=C(NC1CCCCC1)C1(S(=O)(=O)c2ccc(Cl)cc2)CC1 | -10.6 | i | i | i | i | i | i | i | i | i | i
COC(=O)c1c(NC(=O)C(C)(C)C)csc1C | 8.2* | i | i | i | i | i | i | i | i | i | i
CC(C)C(NC(=O)c1ccc(C(C)(C)C)cc1)C(=O)O (centres undefined) | -5.3 | i | i | i | i | i | i | i | i | i | i
CC(C)(C)NC(=O)CN(Cc1ccc(F)cc1)C(=O)Cn1nnc(-c2ccc(F)cc2)n1 | -10.1 | i | i | i | i | i | i | i | i | i | i
Cc1ccc(S(=O)(=O)N2[C@@H](c3ccc(Cl)cc3)C(C(=O)O)=CC[C@H]2c2cccc(Cl)c2)cc1 | nt | i | 100* | nt | nt | nt | i | 30.2* | nt | nt | i
CC(C)CNS(=O)(=O)c1ccc(CCC(=O)N2CCN(c3ccccc3)CC2)cc1 | -7.4 | i | i | i | i | i | i | i | i | i | i
COc1ccc(NS(=O)(=O)c2cc(NC(=O)c3nn(C)c(=O)c4ccccc34)ccc2OC)cc1 | -5.0 | i | i | i | i | i | i | i | i | i | i
CC(=O)c1ccc(N2CCN(C(=O)Cc3ccccc3)CC2)c(F)c1 | 1.3 | i | i | i | i | i | i | i | i | i | i
Cc1ccc(NC(=O)CCN2CCC(Cc3ccccc3)CC2)cc1 | -8.0 | i | i | i | i | i | i | i | i | i | i
Cn1c(CN2CCN(C(=O)c3ccccc3Cl)CC2)nc2cc([N+](=O)[O-])ccc21 | -7.4 | i | i | i | i | i | i | i | i | i | i
O=C(CSc1nc2c(c(=O)n1-c1ccc(Cl)cc1)SCC2)N1CCCC1 | -9.6 | i | i | i | i | i | i | i | i | i | i
CN(c1ccccc1C(=O)NC1CC2CCC1C2)S(=O)(=O)c1ccccc1 (centres undefined) | -2.1 | i | i | i | i | i | i | i | i | i | i
COc1ccc(CCNC(=O)c2cc(-c3ccccc3OC)on2)cc1OC | -4.9 | i | i | i | i | i | i | i | i | i | i
COCCNC(=O)C(c1ccc(F)cc1)N(CCOC)C(=O)CCC(=O)Nc1nccs1 (centres undefined) | -11.8 | i | i | i | i | i | i | i | i | i | i
COc1cccc(OC)c1C(=O)Nc1cccc(-c2nc3ccccc3[nH]2)c1 | -5.9 | 7.07* | i | i | i | -12.7* | -9.9* | i | i | i | i
CCc1ccc(N(C(=O)c2snc(C(N)=O)c2N)C(C(=O)NCCC(C)C)c2c[nH]c3ccccc23)cc1 (centres undefined) | -5.3 | i | i | i | i | i | i | i | i | i | i
O=C(CSc1nc2ccc(Cl)cc2[nH]1)NC1CCCC1 | -6.6 | i | i | i | i | i | i | i | i | i | i
CCOc1ccc(NC(=O)NC2CCOC(C)(C)C2)cc1 (centres undefined) | -2.4 | i | i | i | i | i | i | i | i | i | i
(cont.)
SMILES | hERG protect | MrgX1 allo act | ANO1 block | KCNQ1 inh | KCNQ1 pot | KCNK9 inh | KCNK3 inh | MrgX1 ag | RGS4 pot | RGS4 block | ANO1 activ
CC1=C/C(=N\NC(=S)NCc2ccccc2)CC1 | -14.1 | i | i | i | i | i | i | i | i | i | i
Cc1ccc(NC(=O)c2cc(-c3ccco3)nc3ccccc23)cc1S(=O)(=O)N1CCOCC1 | -18.3 | i | i | i | i | i | i | i | i | i | i
C/C(=C\C(=O)O)CC(=O)O | -4.5 | i | i | i | i | i | i | i | i | i | i
S=C(NCc1ccco1)Nc1cccc(Cl)c1Cl | -5.7 | i | i | i | i | i | i | i | i | i | i
COc1c(Br)cc(Br)cc1C(=O)O | -3.0 | i | i | i | i | i | i | i | i | i | i
COc1ccc(-c2ccc(C#N)c(SCC(=O)Nc3sc4c(c3C#N)CCC4)n2)cc1OC | -12.1 | i | i | i | i | i | i | i | i | i | i
CN(C)CCn1c2c(c(SCC(=O)Nc3ccc4c(c3)OCCO4)nc1=O)CCC2 | -8.9 | i | i | i | i | i | i | i | i | i | i
CS(=O)(=O)N1CCC(C(=O)Nc2ccccc2Cl)CC1 | -4.0 | i | i | i | i | i | i | i | i | i | i
COc1ccc(OC)c(NC(=O)Cn2c(=O)oc3ccccc32)c1 | -5.7 | i | i | i | i | i | i | i | i | i | i
Cc1cc(N2CCN(C)CC2)nc2ccc(NC(=S)N3CCOCC3)cc12 | -8.2 | i | i | i | i | i | i | i | i | i | i
COC(=O)c1ccc(C2C(C(=O)Nc3ccc(C)cc3C)=C(C)Nc3ncnn32)cc1 (centres undefined) | -5.9 | i | i | i | i | i | i | i | i | i | i
COc1ccc2cc(C(c3nnnn3C3CCCC3)N3CCc4ccccc4C3)c(=O)[nH]c2c1 (centres undefined) | -23.9 | i | i | i | i | i | i | i | i | i | i
CC(NC(=O)c1ccc(F)cc1)C(=O)NC1=NCCS1 (centres undefined) | -1.0 | i | i | i | i | i | i | i | i | i | i
CC(C)C(NC(=O)C12CC3CC(CC(C3)C1)C2)C(=O)O (centres undefined) | -12.2 | i | i | i | i | i | i | i | i | i | i
O=C(O)c1cc2nc(-c3cccs3)cc(C(F)(F)F)n2n1 | -6.9 | i | i | i | i | i | i | i | i | i | i
